TR SRC2 fluor cs – alters Texas Red total fluorescence, flagging assay interference | Potency, µM (series often up to 106 µM), for the others: top-dose fluorescence change, negative = quenching | AID 1479 | TRb/SRC2 Texas Red total fluorescence interference | hit rate 0.29% among 280,000; active = well fitted curve in either direction with a large enough effect; inconclusive = small, poorly fitted or top-dose-only effect
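Human TRb ligand-binding domain at 0.6 uM with 20 nM Texas Red SRC2 peptide in Tris buffer containing 1 uM T3 and 5% DMSO, incubated with compound 5 h at ambient temperature. Total fluorescence (555/632 nm) calculated as parallel + 2 × perpendicular.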
TRb-SRC2 inh – inhibitors of human thyroid hormone receptor beta-SRC2 interaction. P10828. TRbeta-SRC2 peptide binding, fluorescence polarization; receptor liganded with 1 µM T3. Potency, µM (highest dose often 106 µM), inactives show top-dose activity change, negative = inhibition, actives largely listed as inhibitors. hit rate 0.065% among 280,000;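 note: plate controls were bound peptide for no effect and peptide without receptor for full effect; nearly all actives have a fitted effect of over 50% in size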
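Read-out is fluorescence polarization (555 nm excitation, 632 nm emission) of a Texas Red SRC2 coactivator peptide; loss of signal reflects blocked binding to human TRb ligand-binding domain in the presence of 1 uM T3.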
aGlu spleen mod – inhibitors or activators of human alpha-glucosidase in spleen homogenate; P10253; human spleen homogenate, 4-MU-alpha-glucoside fluorescence; Potency, µM (titrated, usually from 79.9 µM), without a hit: at the highest dose activity change, negative = inhibition, hits mostly inhibitors; hit rate 0.006% among 240,000; AID 2112;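 note: 0% = enzyme with vehicle and -100% = no enzyme basal signal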
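Enzyme source: human spleen homogenate, 1 ug/well. Buffer 50 mM citric acid/K phosphate pH 5.0, 0.01% Tween-20. 4-MU-alpha-glucoside 1 mM; 37 C x 40 min; NaOH/glycine stop; fluorescence.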
GAA inhib – inhibitors of human lysosomal alpha-glucosidase; P10253; purified human GAA, 4-MU-alpha-glucoside fluorescence; Potency, µM (highest dose often 76.9 µM), for the others: at the top dose activity change, negative = inhibition, hits mostly inhibitors; hit rate 0.005% among 200,000;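 note: plate controls were uninhibited enzyme wells for no effect and no-enzyme background for full effect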
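qHTS format, compound range up to 77 uM. Human lysosomal enzyme at 4 nM, 400 uM 4-MU glucoside substrate, pH 5.0, 20 min room temperature; fluorescence after alkaline stop gives activity normalized to controls.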
L3MBTL1 block – inhibitors of human L3MBTL1; AID 485360; Potency, µM (highest dose often 57.1 µM), for the others: at the highest dose activity, negative = inhibition, usual class: inhibitors; hit rate 0.66% among 230,000; Q9Y468; AlphaScreen L3MBTL1–H3K9me1 peptide binding; note: nearly all actives have a fitted effect of over 60% in size
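AlphaScreen assay: L3MBTL1 (50 nM final) was preincubated 30 min at room temperature with biotinylated H3(1-15)K9me1 peptide (75 nM final), then 30 min with library compounds; streptavidin donor and nickel chelate acceptor beads (10 ug/mL final) added, 30 min dark.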
RECQ1 helicase – RECQ1 (human) helicase inhibition. Potency, µM (top dose mostly 57.3 µM), for inactives: at the top dose activity, negative = inhibition, usual class: inhibitors. hit rate 0.54% among 240,000. AID 2549. RECQ1 DNA unwinding, red fluorescence kinetic read;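 note: plate controls were vehicle for no effect and no enzyme for full effect; nearly all actives have a fitted effect of over 30% in size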
Target sequence (P46063 whole entry, looked up): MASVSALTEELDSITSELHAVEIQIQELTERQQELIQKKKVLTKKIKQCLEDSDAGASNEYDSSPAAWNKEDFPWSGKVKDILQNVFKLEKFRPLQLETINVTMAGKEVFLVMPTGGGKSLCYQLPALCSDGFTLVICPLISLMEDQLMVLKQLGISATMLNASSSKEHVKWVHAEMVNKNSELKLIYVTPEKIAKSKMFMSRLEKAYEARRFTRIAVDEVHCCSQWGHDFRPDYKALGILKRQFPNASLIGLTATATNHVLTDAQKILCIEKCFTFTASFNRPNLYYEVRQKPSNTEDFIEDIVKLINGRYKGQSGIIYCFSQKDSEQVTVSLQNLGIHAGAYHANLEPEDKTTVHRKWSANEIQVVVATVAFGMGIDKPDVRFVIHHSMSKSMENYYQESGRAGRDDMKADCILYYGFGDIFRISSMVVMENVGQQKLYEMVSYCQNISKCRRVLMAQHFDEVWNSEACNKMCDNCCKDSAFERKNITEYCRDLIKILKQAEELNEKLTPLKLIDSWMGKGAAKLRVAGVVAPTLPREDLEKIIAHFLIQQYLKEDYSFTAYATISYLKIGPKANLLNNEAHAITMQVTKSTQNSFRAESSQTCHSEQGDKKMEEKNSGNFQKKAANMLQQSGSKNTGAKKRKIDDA
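RECQ1T1 50 nM; forked duplex (20 bp + 30-nt ss tails) 200 nM, ATP 2 mM final; pH 8.0, 2 mM MgCl2, 2.5 ug/ml poly(dI-dC); 15 min compound preincubation; discontinuous kinetic read over 2 h at RT.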
GAA glycogen mod – inhibitors or activators of human alpha-glucosidase glycogen cleavage; hit rate 0.38% among 300,000; recombinant GAA, glycogen substrate, Amplex Red glucose oxidase fluorescence; Potency, µM (doses to about 76.4 µM), for inactives: at the top dose activity change, negative = inhibition, actives largely listed as inhibitors; AID 2100;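 note: 0% = full enzyme reaction and -100% = no-enzyme basal signal; the screen sought inhibitors and activators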
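Natural-substrate format: glycogen cleavage by 4 nM human enzyme, glucose read by Amplex Red coupling (Ex 573, Em 610 nm). Normalized to enzyme and no-enzyme controls.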
RGS12 GoLoco inh – RGS12 GoLoco-Gai1 interaction inhibition; P63096; hit rate 0.44% among 230,000; Potency, µM (highest dose often 61.6 µM), for inactives: top-dose activity, negative = inhibition, hits mostly inhibitors; AID 880; Gai1:RGS12 GoLoco peptide FP, rhodamine, 10 min; active = well fitted inhibition curve with a large enough effect, not every such curve was filed as active; inactive = no such curve, though single readings can be large or run the other way; note: nearly all actives have a fitted effect of over 30% in size; many of its hits are not listed in these tables
Target sequence (P63096 whole entry, looked up): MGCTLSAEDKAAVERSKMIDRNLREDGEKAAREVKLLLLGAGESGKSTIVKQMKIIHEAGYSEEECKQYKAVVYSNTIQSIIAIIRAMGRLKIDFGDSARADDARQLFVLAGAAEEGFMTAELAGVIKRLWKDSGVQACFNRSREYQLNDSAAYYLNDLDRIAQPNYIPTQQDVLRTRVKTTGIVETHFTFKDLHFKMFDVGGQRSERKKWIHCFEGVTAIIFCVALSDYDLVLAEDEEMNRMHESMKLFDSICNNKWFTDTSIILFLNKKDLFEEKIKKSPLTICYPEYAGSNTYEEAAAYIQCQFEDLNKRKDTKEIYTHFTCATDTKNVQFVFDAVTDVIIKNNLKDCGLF
* = called active by the depositor; i = inactive; ? = inconclusive; . = not tested or not shown; [ ] = another dose, or the depositor's remark. Unless noted, calls come from the whole dose curve; as a rule, active = well fitted curve in the direction sought with a large enough effect; inconclusive = small, poorly fitted or top-dose-only effect, or another doubt; inactive = no such curve, though single readings can be large; an effect the other way counts as inactive or inconclusive. Unless noted, % is set by controls: 0 for no effect and ±100 for the full control effect; potency is the fitted concentration of half-maximal effect.

Second line of a record: TR SRC2 fluor cs	TRb-SRC2 inh	aGlu spleen mod	GAA inhib	L3MBTL1 block	RECQ1 helicase	GAA glycogen mod	RGS12 GoLoco inh
#1 CCOC(=O)c1sc2nc3n(c(=O)c2c1C)CCCCC3
→ -3%	-6%	-3%	3%	-4%	i	6%	12%
#2 CC(C)C(=O)Nc1cccc(C(=O)Nc2ccccc2C(=O)O)c1
→ -1%	-4%	6%	-2%	.	5%	15%	12%
#3 Cc1ccc(NC(=S)N2CCOCC2)cc1
→ 1%	-1%	-3%	0%	4%	-12%	5%	12%
#4 CCOC(=O)c1c(NC(=O)COC)sc(C(C)=O)c1C
→ 2%	3%	1%	-13%	-10%	5%	-2%	1%
#5 CCCCn1nc2cc(C(=O)N(CC)c3ccc(OC)cc3)ccc2c1OCC
→ -3%	-6%	9%	1%	-5%	-11%	-11%	0%
#6 O=S(=O)(/C=C/c1ccccc1)Nc1cccc(S(=O)(=O)NC2=NCCC2)c1
→ -2%	-7%	-9%	0%	1%	-5%	-1%	6%
#7 Brc1ccc(-c2nnc(-c3ccc4c(c3)OCO4)o2)o1
→ -1%	-3%	-3%	-8%	6%	-2%	6%	8%
#8 O=C1c2ccccc2C(Nc2cccc(C(F)(F)F)c2)N1Cc1ccco1 (stereo not drawn)
→ 3%	-6%	-6%	-10%	.	-8%	-10%	11%
#9 CCN(CC)c1nc(C#N)nc(N(CC)CC)n1
→ -5%	4%	4%	-1%	5%	1%	-5%	7%
#10 O=C1CCCc2c1cc(C(=O)Nc1ccc(Cl)cn1)c(=O)n2-c1ccccc1
→ -4%	-2%	0%	-6%	8%	i	5%	14%
#11 O=S(=O)(c1ccc(NC(=S)N/N=C/c2c3ccccc3cc3ccccc23)cc1)N1CCOCC1
→ 0%	8%	1%	4%	-25%	i	-16%	56%[activator]
#12 c1ccc(-c2nnc(N3CCOCC3)nc2-c2ccccc2)cc1
→ 2%	1%	0%	-10%	0%	-18%	-2%	-3%
#13 OCc1cc(CO)c(O)c(CCc2ccccc2)n1
→ 2%	-1%	8%	-5%	.	-5%	13%	9%
#14 Cc1ccc(S(=O)(=O)N2CCOCC2)cc1C(=O)N(C)CCOc1ccc(Cl)cc1
→ 0%	2%	0%	.	-12%	0%	-3%	-11%
#15 CCOc1cc(NC(=S)NCCCN2CCOCC2)c(OCC)cc1NC(=O)c1cccc(F)c1
→ -2%	6%	-1%	13%	-6%	i	-16%	8%
#16 CCCCn1c(=O)[nH]c2nc3cc(N)ccc3nc2c1=O
→ 2%	6%	-6%	-2%	-5%	-9%	0%	13µM*
#17 COCCn1c(C)cc(C(=O)COC(=O)CCN2C(=O)c3ccccc3C2=O)c1C
→ 2%	4%	5%	?	-8%	-4%	9%	0%
#18 CCOc1ccc(NC(=O)CC2C(=O)N(c3ccc(OC)cc3)C(=S)N2Cc2ccccn2)cc1 (stereo not drawn)
→ -1%	0%	-15%	?	.	1%	?	2%
#19 C/C(=N\NC(=O)c1cccc([N+](=O)[O-])c1)c1ccncc1
→ -3%	-13%	-6%	-1%	13%	-9%	-2%	8%
#20 Cc1cccc(-n2cnc(C(=O)N/N=C/c3ccccc3)c2)n1
→ -1%	-10%	2%	14%	.	-13%	5%	2%

3 entries from above, with one line to a screen.
[8] O=C1c2ccccc2C(Nc2cccc(C(F)(F)F)c2)N1Cc1ccco1 (stereo not drawn)
[1] CCOC(=O)c1sc2nc3n(c(=O)c2c1C)CCCCC3
[16] CCCCn1c(=O)[nH]c2nc3cc(N)ccc3nc2c1=O

assay / compound	8	1	16
TR SRC2 fluor cs	3%	-3%	2%
TRb-SRC2 inh	-6%	-6%	6%
aGlu spleen mod	-6%	-3%	-6%
GAA inhib	-10%	3%	-2%
L3MBTL1 block	.	-4%	-5%
RECQ1 helicase	-8%	i	-9%
GAA glycogen mod	-10%	6%	0%
RGS12 GoLoco inh	11%	12%	13µM*

Next part.
Second line of a record: TR SRC2 fluor cs	TRb-SRC2 inh	aGlu spleen mod	GAA inhib	L3MBTL1 block	RECQ1 helicase	GAA glycogen mod	RGS12 GoLoco inh
#21 CCC(Sc1ncnc2c1nnn2-c1ccc(F)cc1)C(=O)OC (stereo not drawn)
→ 1%	7%	4%	0%	6%	i	3%	-6%
#22 CC(C)CC(NC(N)=O)C(=O)NCc1ccc(Cl)cc1 (stereo not drawn)
→ -2%	-3%	-2%	-9%	.	i	-6%	17%
#23 O=C(COc1ccc(Cl)cc1Cl)N(c1ccccn1)C1CCCCC1
→ 1%	-4%	5%	-1%	11%	-9%	12%	9%
#24 CC1CCc2c(sc(NC(=O)c3ccccc3C(=O)O)c2C#N)C1 (stereo not drawn)
→ 0%[53 µM]	-3%[53 µM]	7%	1%	53%[activator]	i	-1%	5%
#25 COc1ccc(CCNC2=NCCS2)cc1OC
→ 0%	1%	3%	.	50%[activator]	-12%	-4%	9%
#26 Cc1cc(OC(C)C)c2c(-c3ccccc3)cc(=O)oc2c1
→ -8%	-3%	-4%	-24%	.	-3%	2%	-3%
#27 O=C(Nc1ccccc1)N1CCNCC1
→ -1%	-1%	2%	-8%	13%	8%	4%	0%
#28 COc1ccc(/C=N/NC(=O)c2[nH]nc3c2CCc2ccccc2-3)cc1OC
→ -3%	17%	-7%	4%	10%	-24%	-1%	23%
#29 COc1ccc(NS(=O)(=O)c2cccc(NC(=O)CCS(=O)(=O)c3ccccc3)c2)cc1
→ -1%	6%	-2%	-13%	-9%	-10%	8%	-7%
#30 Fc1ccc(Cn2nnnc2CN2CCc3ccccc3C2)cc1
→ 0%	8%	-14%	-2%	.	-5%	-3%	8%
#31 COc1cc(/C=C2\SC(=S)N(Nc3ccccc3)C2=O)cc(OC)c1OC
→ 0%	-19%	6%	-7%	?	-22%	-11%	11%
#32 CCCCCCSc1nsc(NC(=O)CCC)n1
→ -6%	-1%	-4%	7%	11%	21%	9%	18%
#33 O=C(NCCCN1CCOCC1)C(=O)N/N=C/c1c2ccccc2cc2ccccc12
→ 1%	2%	2%	-6%	3%	i	-4%	0%
#34 COc1cc(NC(=O)c2ccc(C)cc2)c(OC)cc1NC(=O)CN1CCCCC1
→ -1%	-5%	-8%	-12%	-6%	-4%	1%	14%
#35 COC(=O)C1=C(C)NC(=O)/C1=C\c1cc(C)n(-c2ccccc2C)c1C
→ -1%	2%	-1%	-7%	.	-3%	-16%	3%
#36 COc1cc(C)c(N)cc1C(C)C
→ 0%	1%	-1%	0%	-8%	-9%	14µM*	3%
#37 C/C(=N\NC(=O)c1nonc1N)c1cccs1
→ 2%	3%	-2%	-20%	5%	2%	-5%	16%
#38 CCc1cccc(CC)c1NC(=O)Cn1c(-c2ccc(F)cc2)noc1=O
→ 0%[53 µM]	-4%[53 µM]	-2%	11%	8%	i	8%	5%
#39 Cc1cccc(OCc2nnc(SCC(=O)Nc3sc(C)c(C)c3C#N)n2C)c1
→ 0%	0%	-7%	1%	9%	-5%	6%	10%
#40 COc1ccc(CN(C(=O)c2oc3ccccc3c2C)C2CCS(=O)(=O)C2)cc1 (stereo not drawn)
→ -1%	-1%	-2%	-9%	-22%[11.4 µM]	i	1%	10%
#41 Cc1ccc(CN2CCN(Cc3cccc4c3OCO4)CC2CCO)cc1 (stereo not drawn)
→ -5%	0%	-2%	-13%	1%	-1%	6%	2%
#42 C/C(=N\NC(=O)c1nn(C)cc1Br)c1ccncc1
→ -2%	7%	-24%	-3%	3%	-15%	-5%	14%
#43 COc1cc(S(=O)(=O)NC2CCCC2)ccc1Cl
→ -4%	0%	-6%	-4%	3%	-1%	3%	-3%
#44 CC1(C)CC(=O)C(CC(=O)N2CCC(Cc3ccccc3)CC2)C(=O)C1
→ 1%	0%	-5%	-1%	3%	?	?	2%
#45 CCOc1ccc(/C=N/Nc2ccccn2)cc1
→ 4%	0%	-3%	1%	.	i	?	4%
#46 Cc1ccnc(NC(=O)CCc2c(C)nc3ncnn3c2C)c1
→ 1%	-1%	1%	3%	7%	-5%	5%	3%
#47 NC(=O)c1ccc(/C(N)=N/S(=O)(=O)c2cc(C(F)(F)F)cc(C(F)(F)F)c2)cc1
→ -7%	11%	1%	.	5%	i	-4%	4%
#48 COc1cc2c(cc1NC(=O)C(c1ccccc1)c1ccccc1)CCCC2
→ -2%	-5%	-3%	-13%	.	-2%	-5%	-11%
#49 COc1ccc(Oc2ccc(C(F)(F)F)cc2NC(=O)c2ccc(C)cc2)cc1
→ 0%	3%	-10%	.	.	-2%	-7%	28%
#50 CC(=O)Oc1ccc2occ(C(=O)c3cccs3)c2c1
→ -1%	9%	-2%	-3%	14%	-6%	2%	-13%
#51 CC(C)=CCC/C(C)=C/CO/N=C1/C[C@@H](O)[C@@H](O)[C@@H]2[C@@H]3C(=O)N(Cc4ccc5c(c4)OCO5)C(=O)[C@H]3CC[C@@H]12
→ -2%[11.2 µM]	3%[11.2 µM]	7%[17.4 µM]	.	.	16%[11.5 µM]	.	.
#52 CC1(C)OC(=O)C(=CNn2cnc3ccccc3c2=O)C(=O)O1
→ 1%	1%	-14%	-4%	5%	17%	4%	-2%
#53 CC(=O)Oc1ccc(CCC(C)OC(C)=O)cc1 (stereo not drawn)
→ -2%	-3%	4%	-5%	-1%	2%	4%	-9%
#54 COc1cccc(CNC(=O)C2CCN(S(=O)(=O)N3CCC4(CC3)OCCO4)CC2)c1
→ 3%	-4%	-3%	-4%	7%	-3%	0%	-10%
#55 CC1(C)Oc2ccc3ccc(=O)oc3c2/C(=C/NC2CCCCC2)C1=O
→ -2%	-5%	-8%	-4%	-20%	-6%	3%	3%
#56 O=C(NCc1ccccc1)C12CC3CC(CC(C3)C1)C2
→ 0%	-13%	-2%	-6%	.	0%	1%	8%
#57 COc1ccc(Cl)cc1N(C)C(=O)CCNC(=O)Cn1cnc2ccccc2c1=O
→ 2%	-5%	-2%	-6%	4%	i	7%	0%
#58 CCOc1cc(C(=O)N/N=C/C(Br)=C/c2ccccc2)cc(OCC)c1OCC
→ 0%	4%	-8%	-6%	-10%	-13%	4%	-9%

Not all compounds are listed (hit frequency here may not be typical).
